# GPR151 activators: GPR151 agonism via beta-arrestin recruitment – cell-based, PathHunter beta-arrestin, luminescence, set 2, confirmation (AID 1508608). GPR151 PathHunter beta-arrestin cells, luminescence, 90 min; hits give high values; 100% = signal from added EA reagent. activation, % at 11.2 µM. actives 0.9% (n = 2,300);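 active means mean activation across replicates above 26.72%, the hit cutoff set for this confirmation screen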;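 further: 0% = plate median of compound wells and 100% = EA reagent high control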
# GPR119 beta-arrestin: off-target GPR119 activation – cell-based, PathHunter beta-arrestin, luminescence, set 2, counter-screen for GPR151 activator project, confirmation (AID 1508607) | GPR119 PathHunter beta-arrestin cells, luminescence, 90 min; hits give high values | actives 0.9% (n = 2,300) | activation, % at 11.2 µM;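 active means mean percent activation across replicates above the counterscreen hit cutoff of 9.17%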;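 further: 0% = median of sample wells and 100% = wells given EA reagent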
# An asterisk follows results filed as active.
smiles	GPR151 activators	GPR119 beta-arrestin
CCOc1cc(OCC)cc(C(=O)Nc2ccc(Br)cn2)c1	8.3	-0.8
CCOC(=O)c1cc(C)n(CCc2ccccc2)c1C	9.5	-2.7
CCOc1ccc(CN2CCN(Cc3ccn[nH]3)CC2CCO)cc1 (stereo unspecified)	1.7	1.5
COc1ccccc1NC(=O)c1cc(-c2ccccc2)nc2c(C)cccc12	-2.8	-1.4
COc1ccc(NC(C)C(=O)N/N=C/c2ccc(Br)cc2)cc1 (stereo unspecified)	-6.8	0.6
Cc1ccc(Nc2nc(-c3ccccc3Cl)nc3ccccc23)cc1C	5.0	1.6
COc1ccc(N(CC(=O)Nc2ccc(Cl)cc2C)S(=O)(=O)c2ccc(C)c([N+](=O)[O-])c2)cc1	5.6	3.6
CSc1nc(-c2ccccc2)cn1-c1ccc(F)cc1	14	-1.7
CC(=O)NC(CC(C)C)c1nnc2n1CCN(C(=O)c1csc(C)n1)CC2 (stereo unspecified)	5.4	2.2
Cc1ccc2nc(/C(C#N)=C\c3ccccc3OCC#N)[nH]c2c1	0.4	1.8
O=C(NC1CC1)c1ccc(N2CCC(Cc3ccccc3)CC2)nc1	-1.8	-4.4
Cc1ccccc1Nc1nnc(-c2cc3cc([N+](=O)[O-])ccc3oc2=O)s1	1.6	-1.1

smiles	GPR151 activators	GPR119 beta-arrestin
COc1ccc(C(=O)N(C)Cc2ccccc2)cc1I	10	-4.5
O=C(Nc1ccccc1Cl)N1CCN(c2ccc3nnc(-c4ccccc4)n3n2)CC1	-2.0	-2.1
O=C(Nc1ccc(I)cc1)Nc1cccs1	-1.7	-0.7
COC(=O)c1c(N)sc2c1CCN(C)C2	-11	-5.1
CCCCC1CN(CCC(=O)NCCn2cncn2)Cc2ccccc2O1 (stereo unspecified)	2.3	1.6
Cn1nnc(-c2nc(N3CCOCC3)nc(N3CCOCC3)n2)n1	-1.3	0.5
COc1ccc(-c2noc(-c3cc4ccc(OC)cc4oc3=O)n2)cc1	9.1	3.1
COc1ccc(C(=O)NCC2(c3ccccc3)CCCC2)cc1[N+](=O)[O-]	0.9	-1.9
CN1CCN(C(CNS(=O)(=O)c2ccccc2)c2cccnc2)CC1 (stereo unspecified)	-1.6	1.1
O=C(Nc1ccccc1C(F)(F)F)c1cnn2c(C(F)(F)F)cc(-c3ccco3)nc12	-4.9	-0.7
COc1ccc(Cc2nnc(NC(=O)c3ccc([N+](=O)[O-])cc3)s2)cc1OC	2.6	-3.2
O=C(CC(=O)Nc1cccc(Cl)c1)N/N=C\c1ccc2c(c1)OCO2	-2.4	3.6

smiles	GPR151 activators	GPR119 beta-arrestin
COC(=O)C1=C(C)NC(=O)NC1c1cc(OC)ccc1OC (stereo unspecified)	0.3	-0.1
COCCNC(=O)c1ccc(OC)cc1	6.7	-0.4
CCOc1ccc(-n2nc3ccc(NC(=O)c4ccc(-c5ccc(Cl)cc5)o4)cc3n2)cc1	-4.2	0.5
O=C(CCCn1c(=O)[nH]c2ccccc2c1=O)NC1CCCC1	-4.9	-1.8
N#C/C(=C\c1ccc(-c2ccc(F)cc2F)o1)c1nn(CCO)c(N)c1C#N	-6.8	0.7
O=S(=O)(/C=C/c1ccccc1)N1c2ccccc2C=CC1c1c[nH]c2ccccc12 (stereo unspecified)	-1.2	-5.1
CCCCNC(=O)c1cc(-c2ccccc2)nc2ccccc12	0.9	2.3
N#C/C(=C\c1cc(Cl)ccc1O)c1nc2ccccc2[nH]1	0.1	1.2
COc1ccc2cc3cc(C(=O)NCCCN4CCCC4=O)oc3nc2c1	0.7	-0.4
O=S(=O)(c1ccccc1)N1CCN(C(=S)c2cccc(Br)c2)CC1	4.4	0.4
CC1CCCN(C(=O)c2c(NC(=O)c3ccccc3)sc3c2CCC(C(C)(C)C)C3)C1 (stereo unspecified)	1.2	-5.0
O=C(Nc1ccc2c(c1)oc1ccccc12)c1ccc2c(c1)OCCO2	5.0	8.5

smiles	GPR151 activators	GPR119 beta-arrestin
Cn1ccnc1CNC(=O)CCc1nnc(-c2ccc(-c3ccccc3)cc2)o1	-3.2	-0.5
O=C(O)c1cccc(NS(=O)(=O)c2cc(C(=O)Nc3ccc(Br)cc3)ccc2Br)c1	1.1	-2.1
O=S(=O)(Nc1ccc(OC(F)(F)F)cc1)c1cnc[nH]1	-5.5	-0.6
CCn1c(CCNC(=O)C(C)(C)C)nc2ccccc21	-2.5	-3.0
Cc1ccc(-n2ncc3c(N4CC(C)OC(C)C4)ncnc32)c(C)c1 (stereo unspecified)	6.5	1.7
CCOC(=O)C1=C(C)NC(=O)NC1c1ccc(-c2ccccc2)cc1 (stereo unspecified)	-1.9	-4.8
CCOC(=O)c1nc(Nc2ccc(OC(C)C)cc2)c2ccccc2n1	-5.9	-2.5
COC(=O)c1ccccc1C(=O)Oc1coc(CSc2nccc(C)n2)cc1=O	-3.8	-1.1
CCOc1ccc(-c2ccc(/C=C3/C(=N)N4C=C(C)SC4=NC3=O)o2)c([N+](=O)[O-])c1	-0.4	-1.9
Cc1cc(=O)oc2cc(OC(C(=O)O)c3ccccc3)ccc12 (stereo unspecified)	0.4	4.2
O=C1N/C(=N/N=C/c2ccccc2)SC1Cc1ccccc1[N+](=O)[O-] (stereo unspecified)	-6.8	-4.6
CC(C)(C)c1ccc(C(=O)Nn2c(-c3cccc(Cl)c3)nc3ccccc3c2=O)cc1	-4.0	-1.5

smiles	GPR151 activators	GPR119 beta-arrestin
COc1ccc(S(=O)(=O)CCC(=O)N2CCc3ccccc32)cc1	-1.0	1.9
CCOc1ccc(C(=O)/C=C/c2ccccc2[N+](=O)[O-])cc1	-1.9	0.8
COc1cc(/C=C/c2[nH]c(=O)[nH]c(=O)c2[N+](=O)[O-])ccc1OC(C)C	-4.0	-4.0
CCCN(CCC)C(=O)C(C)Oc1ccccc1 (stereo unspecified)	4.2	3.1
O=C(CNc1cccc(Cl)c1)N/N=C/c1ccc(F)cc1	0.2	-0.9
CC1=C(C(=O)OC(C)(C)C)C(c2ccc(Cl)cc2)C(C#N)=C(SCC(=O)Nc2cc(C)ccc2C)N1 (stereo unspecified)	1.1	3.3
CCOC(=O)CN1CC23C=CC(O2)C(C(=O)NC2CCCCCC2)C3C1=O (stereo unspecified)	0.7	4.4
CCn1c(=S)sc2c(=O)[nH]c(-c3ccc(OC)c(O)c3)nc21	-3.4	-1.8
CCN(CC)c1ccc2cc(-c3nnc(NCc4ccc(F)cc4)s3)c(=O)oc2c1	1.0	0.8
COc1ccc(CCn2c(-c3ccc(Cl)cc3)csc2=Nc2ccc(F)cc2)cc1OC	2.1	0.2
COc1ccc(OCc2cc(C(=O)N(C)Cc3ccncn3)no2)c(Cl)c1	8.2	3.8
COc1ccc(CNC(=O)C(NS(=O)(=O)c2ccc3c(c2)oc(=O)n3C)C(C)C)cc1 (stereo unspecified)	3.6	-0.7

smiles	GPR151 activators	GPR119 beta-arrestin
N#Cc1c(NC(=O)CCOc2ccccc2)sc2c1CCCC2	1.0	0.6
COc1ccc(-c2nnc3n2N=C(c2cccc([N+](=O)[O-])c2)CS3)cc1	-3.2	-1.8
FC(F)(F)c1cc(-c2ccccc2)nc2cc(-c3cccc(Br)c3)nn12	-3.4	2.5
OCCC1CN(Cc2ccc3nonc3c2)CCN1Cc1ccc(F)c(F)c1 (stereo unspecified)	12	1.8
COc1cccc(Nc2nnc(-c3cc4cccc(OC)c4oc3=O)s2)c1	-5.5	-0.5
CCOC(=O)c1ccc(NC(=O)CSc2cn(Cc3ccccc3Cl)c3ccccc23)cc1	8.1	2.1
COc1ccc(NC(=O)c2cc3c(CO)cnc(C)c3oc2=N)cc1Cl	-0.4	-0.4
CCOC(=O)c1c(NC(=O)CSc2c[nH]c3ccccc23)sc2c1CCCCC2	6.0	4.3
O=C(Nc1c(C(=O)N2CCCCC2)cnn1-c1ccccc1)c1ccco1	-0.1	-1.8
CSC1=NCCN1C(=O)c1ccc(S(=O)(=O)N2CCCCC2)cc1	-4.8	-3.2
COc1ccc(O)c(/C=N/NC(=O)C(C)n2nnc3ccccc32)c1 (stereo unspecified)	-3.3	-2.2
COc1ccc(C(C)=O)cc1CN(C)C	12	3.0

smiles	GPR151 activators	GPR119 beta-arrestin
COC(=O)C1CC(=O)N(c2ccc(OCc3ccc(Cl)cc3)cc2)C1 (stereo unspecified)	-2.5	0.9
COc1ccc(/C=N\NC(=O)c2ccc(C)nc2)cc1Br	3.9	-2.5
COc1ccc(Cl)cc1NC(=O)Nc1nnc(N2CCCC(C)C2)s1 (stereo unspecified)	0.7	0.7
COc1ccc(F)cc1C(=O)C1CCCN(C(=O)Cn2nc(C)nc2C)C1 (stereo unspecified)	0.2	5.3
CN(C)c1cccc2c(S(=O)(=O)Nc3nccnc3-c3ccc(C=O)cc3)cccc12	-2.1	2.2
Cc1cc(C)n2nc(N)c(N=Nc3ccccc3)c2n1	-0.8	-2.8
COc1cccc(Cn2c(C)c(CNCc3ccc(F)cc3)c(C(=O)O)c2C)c1	-4.2	-2.1
COCCCNC(=O)c1ccc2c(c1)ncn2-c1ccc(F)c(F)c1	0.1	0.4
Cc1cccn2c(=O)c(/C=C3\SC(=S)N(C)C3=O)c(N(C)Cc3ccccc3)nc12	-9.9	-1.6
CC(C)C1Nc2c(O)cc(Cl)c([N+](=O)[O-])c2C2C=CCC21 (stereo unspecified)	6.1	10*
O=C(N/N=C/c1sc(=O)[nH]c1-[n+]1ccc(-c2ccncc2)cc1)c1ccccc1	-4.2	-5.2
CCCN(CCC)C(=O)c1ccc([N+](=O)[O-])c(C)c1	-8.1	-1.0

smiles	GPR151 activators	GPR119 beta-arrestin
Cc1cc(N=c2c([N+](=O)[O-])nn(-c3ccccc3)n2O)ccc1Br	-2.2	0.3
Cc1c(Cl)cccc1NC(=O)Cn1cnc2scc(-c3ccccc3)c2c1=O	7.5	2.8
CC(=O)NCC(=O)N1CCC(c2nc(-c3ccncc3)ncc2-c2cccc(C)c2)CC1	0.3	2.2
Cc1ccc(-n2cnc3cc(C(=O)N4CCc5ccccc54)ccc32)c(C)c1	5.1	4.0
O=C(O)CN1CCN(Cc2ccc(Cl)cc2)C1=O	9.8	2.6
O=C(O)c1c(CNCCCSC2CCCCC2)c2ccccc2n1Cc1ccccc1	3.5	3.0
CN(/N=C/c1ccncc1)C1=NCCN1	-3.2	-1.7
C/C(=N\NS(=O)(=O)c1ccc(C)cc1)C12CC3CC(CC(C3)C1)C2	-4.3	2.2
O=C(Cn1cnc2c(cnn2-c2ccccc2)c1=O)Nc1ccc(F)cc1F	-2.7	-1.0
CCCNC(=O)c1ccc2c(c1)ncn2-c1ccc(OC)cc1	-0.8	1.2
CCOc1ccc(Nc2ncnc3sc(C)c(C)c23)cc1	1.5	5.3
O=C1c2ccccc2C(O)(Cc2ccccc2)N1CC1CCCO1 (stereo unspecified)	-2.1	1.4

smiles	GPR151 activators	GPR119 beta-arrestin
COc1cc(CN2CCc3nnc(C(C)NC(=O)C(C)C)n3CC2)cc(OC)c1 (stereo unspecified)	2.9	0.8
CCOC(=O)N1CCN(C(=O)Cc2nc(-c3ccc(OC)cc3)no2)CC1	-5.7	-1.7
O=C(NCc1ccccn1)C(=O)NCC1OCCCN1S(=O)(=O)c1ccccc1 (stereo unspecified)	-4.6	-2.3
O=C(N/N=C/c1ccccc1F)c1ccc([N+](=O)[O-])cc1Cl	-2.8	-2.0
COc1cc2[nH]c(=O)n(CCC(=O)N3CCC(N4CCCCC4)CC3)c(=O)c2cc1OC	-2.1	-2.1
CCOc1ccc(NC(=O)C(=O)NCCN2CCN(S(=O)(=O)c3ccc4ccccc4c3)CC2)cc1	14	-1.2
CC(C)(C)n1nc2c(c1NC(=O)C1CCCC1)CS(=O)(=O)C2	-1.4	2.0
Cc1ccc(NS(=O)(=O)c2cc3c(cc2C)NC(=O)CO3)cc1Cl	13	1.4
O=c1c2c3c(sc2n2cnnc2n1-c1ccccc1)CCC3	2.9	3.4
COc1ccc(/C=N/Nc2nc3ccccc3[nH]2)cc1OC	-1.4	-0.4
COc1ccc(-c2nc3c(=O)n(C)c4ccccc4c3o2)cc1	-5.1	-4.0
Cc1ccc(S(=O)(=O)N2CCSC2c2ccc(Cl)cc2)cc1[N+](=O)[O-] (stereo unspecified)	2.5	0.4

smiles	GPR151 activators	GPR119 beta-arrestin
N#C/C(=C\c1c(Oc2ccc(F)cc2)nc2ccccn2c1=O)S(=O)(=O)c1ccccc1	-6.5	-5.4
CCOC(=O)C1=C(C)NC2=C(C(=O)CC(C)(C)C2)C1c1ccc(OC(C)=O)cc1 (stereo unspecified)	-7.7	-1.1
O=C(Cn1c(=O)oc2cc(S(=O)(=O)NC3CCCC3)ccc21)NCc1ccc(F)cc1	5.3	0.8
COc1ccc(CNC(=O)CCCn2cccc2)cc1	-4.5	-1.7
N#C/C(=C/c1cc(Cl)ccc1Cl)c1nc2ccccc2c(=O)[nH]1	-7.1	-3.1
CC(C)OCCCNS(=O)(=O)c1ccc2c(c1)oc(=O)n2C	-1.2	-2.7
CCc1ccc(-n2cnc3cc(C(=O)NCC4CCCO4)ccc32)cc1 (stereo unspecified)	0.9	3.2
COc1cc(Nc2cc(-c3ccc(C(N)=O)cc3)nc(N)n2)cc(OC)c1OC	-6.8	-1.6

# Screening data: PubChem BioAssay, The Scripps Research Institute Molecular Screening Center

# This is a subset. The share of hits here may be higher or lower than overall.
